Bioassay records as filed in PubChem.
14-3-3g Raf: 14-3-3 gamma protein interaction modulation; inhibition, % at 40 µM; P61981; 160,000 compounds, 0.19% hits; FP, 14-3-3gamma / TMR-pS259-Raf peptide binding; in the data active = inhibition above about 30%;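 also: 0% = protein plus tracer without compound and 100% = blank with tracer alone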
Target sequence (P61981 whole entry, looked up): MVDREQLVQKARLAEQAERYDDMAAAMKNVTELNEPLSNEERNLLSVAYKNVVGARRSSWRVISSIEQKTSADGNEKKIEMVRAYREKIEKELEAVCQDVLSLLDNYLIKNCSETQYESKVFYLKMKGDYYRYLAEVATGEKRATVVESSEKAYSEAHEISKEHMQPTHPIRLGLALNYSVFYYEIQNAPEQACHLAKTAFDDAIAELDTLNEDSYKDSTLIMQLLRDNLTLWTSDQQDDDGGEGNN
Numbers without * were called inactive; & = joins results of further samples. An excerpt, so the mix of outcomes need not match the whole.

no. | compound | 14-3-3g Raf
1 | CCOCCCn1c(C)nc2c(c1=O)c1nc3ccccc3nc1n2-c1ccc(C)cc1 | -7
2 | Cc1cc(C)c(C)c(S(=O)(=O)NCc2ccccn2)c1C | -5
3 | COC(=O)c1ccccc1NC(=O)CCCn1cnc([N+](=O)[O-])n1 | -7
4 | O=C(C1c2ccccc2C(=O)N2CCc3ccccc3C12)N1CCN(c2cccc(Cl)c2)CC1 (stereo not given) | 5
5 | Cc1ccc(Sc2c(C)nn(C(C)(C)C)c2OC(=O)c2ccc3c(c2)OCO3)cc1 | 0
6 | CC(NC(=O)NCCCC(=O)O)(C(F)(F)F)C(F)(F)F | -2
7 | O=C(NCCC1=CCCCC1)c1cc2c(=O)n3ccccc3nc2s1 | -49
8 | N#CCCn1c(C(C#N)(CCC#N)CCC#N)nc2ccccc21 | 2
9 | COc1cc(OC)cc(C(=O)NCC(=O)N2CCC(C)CC2)c1 | -9
10 | COc1cccc(C2C(C#N)=C(N)Oc3c2oc(CO)cc3=O)c1OC (stereo not given) | -2
11 | Cc1onc(-c2ccccc2)c1C(=O)OCC(=O)c1ccccc1 | -5&8
12 | CC(C)CC(C(=O)Nc1oc(-c2ccco2)c(-c2ccco2)c1C#N)N1C(=O)c2ccccc2C1=O (stereo not given) | -116
13 | CCn1c(SCC(=O)Nc2ccccc2C(=O)OC)nnc1-c1ccoc1C | -3
14 | Fc1ccc2c(c1)c1c3n2CCNC3CCC1 (stereo not given) | -4
15 | Cc1c(NC(=O)c2ccc(CN3CCc4ccccc4C3)cc2)c(=O)n(-c2ccccc2)n1C | 0
16 | CC1(C)C(C=C(Cl)Cl)C1C(=O)Nc1ccccc1[N+](=O)[O-] (stereo not given) | -13
17 | Cc1ccc2c3c(ccc2n1)NC1=C(C(=O)CCC1)C3c1ccc(O)c(O)c1 (stereo not given) | -8
18 | COc1cccc(N2CCN(C(=O)CCCCCn3c(=S)[nH]c4cc5c(cc4c3=O)OCO5)CC2)c1 | -5
19 | O=C(Nc1ccc(Cl)cc1)N1CCCC1 | -6
20 | COc1ccc(OC)c(S(=O)(=O)NCCc2ccccc2)c1 | 5&-1
21 | CCn1c(SC(C)C(=O)OC)nnc1-c1c[nH]c2ccccc12 (stereo not given) | 4
22 | COC(=O)c1c(NC(=O)Cc2cccs2)sc2c1CCC(C)C2 (stereo not given) | -15
23 | CCCn1c(CNc2ccc(Br)cc2)nc2ccccc21 | 0
24 | CC1(C)CC(NC(=O)c2ccc(Cl)c([N+](=O)[O-])c2)CC(C)(C)N1 | -4
25 | CCc1nnc(NS(=O)(=O)c2ccc(NC(=O)c3cc(Cl)ccc3OC)cc2)s1 | -4
26 | O=C(CCCn1c(=S)[nH]c2cc3c(cc2c1=O)OCO3)NC1CCCCC1 | -17
27 | O=C(Cn1c(=O)[nH]c2ccccc2c1=O)NCCc1c[nH]c2ccccc12 | -7
28 | COc1ccc2c(=O)c3c(=O)n(Cc4ccco4)c(C4CCCCC4)nc3oc2c1 | -2
29 | Cc1ccc2[nH]c(=S)cc(C)c2c1 | 3&-4
30 | CC(=O)Oc1ccccc1-c1nc(C)nc(N(C)C(C)=O)n1 | -8

Part of the list above, with each value named:
[5] Cc1ccc(Sc2c(C)nn(C(C)(C)C)c2OC(=O)c2ccc3c(c2)OCO3)cc1
  14-3-3g Raf: 0

[12] CC(C)CC(C(=O)Nc1oc(-c2ccco2)c(-c2ccco2)c1C#N)N1C(=O)c2ccccc2C1=O (stereo not given)
  14-3-3g Raf: -116

[1] CCOCCCn1c(C)nc2c(c1=O)c1nc3ccccc3nc1n2-c1ccc(C)cc1
  14-3-3g Raf: -7

[9] COc1cc(OC)cc(C(=O)NCC(=O)N2CCC(C)CC2)c1
  14-3-3g Raf: -9

The listing continues:
no. | compound | 14-3-3g Raf
31 | Cc1oc2cc(O)ccc2c(=O)c1Oc1ccccc1Br | -12
32 | O=C(c1ccc2nc(-c3cccs3)c(-c3cccs3)nc2c1)N1CCOCC1 | -5
33 | COc1ccc(C2=NN3C(C2)c2cc(Cl)ccc2OC3c2ccncc2)cc1OC (stereo not given) | 0
34 | Cc1sc2c(c1C)c(=O)n(-c1ccccc1)c(=O)n2CC(N)=O | -4
35 | CCC(=O)N1CCc2cc(Br)cc(S(=O)(=O)CCC(=O)N3CCCCC3C)c21 (stereo not given) | -6
36 | CC(C)n1c(SCc2cc(=O)[nH]c3ccccc23)nc2c1c(=O)n(C)c(=O)n2C | 1
37 | Cc1c(C(=O)N2CCN(c3ccccc3)CC2)sc2nc(-c3ccccc3)cn12 | -7
38 | COc1cc(C(Nc2ccc3c(c2)OCO3)C(=O)NC2CCCCC2)cc(OC)c1OC (stereo not given) | 0
39 | O=C(CSc1nc2[nH]ncc2c(=O)n1-c1cccc2ccccc12)Nc1ccc(Cl)cc1 | -5
40 | Cc1ccccc1N1CCN(Cc2c(C#N)c3ccccc3n2C)CC1 | 0
41 | O=C(Oc1ccc2c(=O)c(Oc3ccccc3Br)c(C(F)(F)F)oc2c1)c1ccco1 | -5
42 | COc1ccc(OC)c2[nH]c(=O)c(CCNC(=O)Cc3ccc(F)cc3)cc12 | 3
43 | COc1ccc(C(=O)N2CC(C)N(C(=O)c3ccc(OC)cc3)CC2C)cc1 (stereo not given) | -14
44 | COC(=O)C1C(=O)NC(SC)=C(C#N)C1c1ccccc1F (stereo not given) | -6
45 | Cc1cc2c(cn1)C(Nc1ccccc1)c1ccccc1-2 (stereo not given) | -154
46 | CCOC(=O)C(NC(=O)c1ccccc1)(Nc1cc(C)on1)C(F)(F)F (stereo not given) | -2&-2
47 | C=CCOC(=O)C1=C(C)OC(N)=C(C#N)C1c1c(C)nn(-c2ccccc2)c1Cl (stereo not given) | -31
48 | Cc1ccc(-c2n[nH]c3c2C(c2ccc(O)cc2)N(c2ccc(F)cc2)C3=O)cc1 (stereo not given) | -2
49 | O=C(NCCc1ccccc1)c1ccc2c(c1)C(=O)N(c1ccccn1)C2=O | -11
50 | CC1CCC2C(=O)N(c3cccc(C(=O)OCC(=O)c4cccc([N+](=O)[O-])c4)c3)C(=O)C2C1 (stereo not given) | 9
51 | COc1ccc(C2N(c3cc(C)on3)C(=O)C3CCCN32)cc1OC (stereo not given) | 6
52 | NC(=O)COC(=O)CNC(=O)c1ccc(Cl)cc1 | -6
53 | COC(=O)c1ccc(NC(=O)c2cc(-c3ccccc3)nc3ccc(C)cc23)cc1 | 3
54 | Cc1cc(N2C(=O)C(N3C(=O)c4ccc([N+](=O)[O-])cc4C3=O)C2c2cccs2)ccc1Br (stereo not given) | -5
55 | O=C(c1ccc(CS(=O)(=O)Cc2ccc(Cl)cc2)o1)N1CCCC1 | -4&-1
56 | Cc1cc(C2CC3CCC2C3)cc(C)c1O (stereo not given) | -7
57 | CCN1CCCC1CNC(=O)c1cn(C)c2ccc(S(=O)(=O)N3CCCCCC3)cc2c1=O (stereo not given) | 2
58 | O=C(Nc1ccc(F)cc1)C1CCC(Cn2c(=S)[nH]c3ccccc3c2=O)CC1 (stereo not given) | 2
59 | CCCSc1nnc2nc3c(nn12)c1ccccc1n3C | -1
60 | COc1cccc(C2C3=C(CC(C)(C)CC3=O)Nc3nc4ccccc4n32)c1OC (stereo not given) | -13

2 compounds picked at random from the list so far:
no. | compound | 14-3-3g Raf
35 | CCC(=O)N1CCc2cc(Br)cc(S(=O)(=O)CCC(=O)N3CCCCC3C)c21 (stereo not given) | -6
6 | CC(NC(=O)NCCCC(=O)O)(C(F)(F)F)C(F)(F)F | -2

The listing continues.
no. | compound | 14-3-3g Raf
61 | COc1ccccc1NC(=O)c1c(NC(=O)C(C)(C)C)sc2c1CCC2 | -18
62 | CCC(C)NC(=O)Cn1c2ccccc2c(=O)c2ccccc21 (stereo not given) | -10
63 | O=C(c1cccs1)N1CCN(c2ncccn2)CC1 | -10
64 | Cc1ccc(NC(=O)CSc2nccn2-c2ccc(Cl)cc2)cc1 | -3
65 | CSC1=NCCN1C(=O)c1ccco1 | -5
66 | CN(C)c1ccc(NC(=O)CSc2nc3ccccc3c(=O)n2Cc2ccco2)cc1 | -4
67 | CCOC(=O)c1ccc(CNS(=O)(=O)c2c(C)ccc3nsnc23)o1 | -4
68 | Cn1c2ccccc2c(=Nc2ccc(Br)cc2)c2ccccc21 | -6
69 | CC(C)c1cc(C(C)C)c(S(=O)(=O)N2CC3C4C=CC(C4)C3C2)c(C(C)C)c1 (stereo not given) | 4
70 | Cc1oc2c(CN(C)C)c(O)ccc2c(=O)c1-c1cscn1 | 2
71 | CCN1CCN(C(=O)c2ccc3c(c2)N(Cc2ccc(F)cc2)C(=O)c2ccccc2S3=O)CC1 (stereo not given) | -9
72 | Cc1ccc(C(=O)CCNc2cccc(Br)c2)o1 | -3
73 | O=C(Nc1ccccc1F)C1CCN(S(=O)(=O)c2ccc(Cl)cc2)CC1 | -8
74 | O=C(CN1CCN(c2ccccc2F)CC1)Nc1ccc2c(c1)OCO2 | -6
75 | c1ccc(OCCN2CCOCC2)cc1 | 0
76 | COc1ccc(CN(CCN2CCOCC2)C(=O)c2c(F)cccc2F)cc1OC | -7
77 | CC(=O)c1oc2ccc3c(C)cc(=O)oc3c2c1C | -3
78 | COc1ccc(-c2cc(C(F)(F)F)n3nc(C(=O)Nc4ccc5c(c4)CCC5)cc3n2)cc1 | -6
79 | Cc1cc(C)c2oc(-c3ccc(C)c(N=Cc4cccc([N+](=O)[O-])c4O)c3)nc2c1 | -62
80 | COc1ccc(C)cc1NC(=O)C1C2C=CC(C2)C1C(=O)O (stereo not given) | 5
81 | CCOC(=O)C1CCCN(C(=O)C2c3cc(OC)c(OC)cc3C(=O)N(C)C2c2cccnc2)C1 (stereo not given) | -13
82 | COc1ccc(C(=O)Nc2ncc(S(=O)(=O)c3ccc([N+](=O)[O-])cc3)s2)cc1 | -5
83 | COc1cccc(Nc2nc(-c3sc(N)nc3C)cs2)c1 | -16
84 | O=c1oc2ccccc2cc1-c1nn(-c2ccccc2)cc1C=NCc1ccccc1 | 6
85 | Cc1ccc(-c2nc3ncccc3o2)cc1NC(=O)c1cc2ccccc2o1 | -2
86 | O=[N+]([O-])c1ccc(CSc2nc(NCc3ccccc3)c3ccccc3n2)cc1 | 7
87 | CC1CCCC(C)N1C(=O)c1ccc(Cl)c([N+](=O)[O-])c1 (stereo not given) | -4
88 | COc1ccc(CCNC(=O)c2cccc([N+](=O)[O-])c2C)cc1 | -7
89 | Cc1ccc(CNC(=O)c2c[nH]c3ccc(S(=O)(=O)N4CCOCC4)cc3c2=O)cc1 | -11
90 | CCCCNC(=O)c1ccc2c(c1)N(Cc1ccccc1F)C(=O)c1ccccc1S2 | -19

Laid out differently: entries from further up.
entry	14-3-3g Raf	canonical_smiles
81	-13	CCOC(=O)C1CCCN(C(=O)C2c3cc(OC)c(OC)cc3C(=O)N(C)C2c2cccnc2)C1 (stereo not given)
62	-10	CCC(C)NC(=O)Cn1c2ccccc2c(=O)c2ccccc21 (stereo not given)
72	-3	Cc1ccc(C(=O)CCNc2cccc(Br)c2)o1
64	-3	Cc1ccc(NC(=O)CSc2nccn2-c2ccc(Cl)cc2)cc1
65	-5	CSC1=NCCN1C(=O)c1ccco1
83	-16	COc1cccc(Nc2nc(-c3sc(N)nc3C)cs2)c1

Next entries
no. | compound | 14-3-3g Raf
91 | Cc1nnc(SCCn2c(N3CCCCCC3)nc3c2c(=O)[nH]c(=O)n3C)s1 | -19
92 | CCN1CCN(CCCNC(=O)c2cc3cc4ccc(OC)cc4nc3s2)CC1 | -17
93 | Cc1ccc(CN2C(=O)CCC2C(=O)NCCN2CCN(c3cccc(Cl)c3)CC2)cc1 (stereo not given) | 4&-1
94 | COc1ccc(-c2csc(NC(C)=O)n2)cc1 | 3
95 | COc1ccccc1Nc1ncc(C(C)=O)c(C)n1 | -1
96 | COc1cc(-c2nc3ccc4ccccc4c3c3c2CCC3)ccc1O | -10
97 | CC(=O)NC(CCS(C)(=O)=O)C(=O)Nc1nc2ccccc2s1 (stereo not given) | -4
98 | Cc1cc(NC(=O)CCn2c(=S)oc3ccccc32)ccc1Br | -16
99 | Cc1cc(C)c(NC(=O)CSc2nc3ccccc3c(=O)n2-c2ccccc2)c(C)c1 | 0
100 | COc1cc(C2NC(=O)NC(c3ccccc3)=C2C(C)=O)ccc1OCC(=O)O (stereo not given) | -3
101 | OCCSc1nc2ccccc2n1CCOc1ccccc1 | -7
102 | COc1ccccc1CNC(=O)CN1C(=O)COc2ccc(S(=O)(=O)N3CCCC3)cc21 | -4
103 | O=C(c1ccco1)N1CCN(C(=O)C2c3ccccc3Oc3ccccc32)CC1 | 0
104 | CCN1C(=O)NC(c2cccnc2)C(C(=O)OC)=C1C (stereo not given) | -3
105 | O=C(CN1CCN(c2ccc(F)cc2)CC1)Nc1cc(C(F)(F)F)ccc1Cl | 1
106 | CCn1cc(C(=O)OCC(=O)NCc2ccc3c(c2)OCO3)c(=O)c2ccc(C)nc21 | -6
107 | CCCCCCn1c(SCC(=O)OC)nc2c1c(=O)[nH]c(=O)n2C | 9&-5
108 | CC(=O)Nc1nc(-c2ccccc2)cc(-c2ccco2)c1C#N | -18
109 | CC(=O)NC(Cc1ccc(F)cc1)C(=O)OC(C)C (stereo not given) | -7
110 | O=C(NCCc1ccccc1)c1cc(S(=O)(=O)N2CCCC2)ccc1F | 1
111 | CC1CCN(C(=O)c2cn(C3CCCCC3)c(=O)c3c2c2ccccc2n3C)CC1 | -8
112 | COc1cccc(NC(=O)CN2CCN(S(=O)(=O)c3cc(Cl)ccc3OC)CC2)c1 | 3
113 | COCc1nnc(NC(=O)CCCOc2ccccc2OC)s1 | -5
114 | CCN(C(=O)Cn1ncc2c(=O)oc3ccccc3c21)c1ccccc1F | -76
115 | COc1ccc(C(=O)SC2=NCCS2)cc1OC | -5
116 | O=c1[nH]c(CN2CCN(Cc3ccc4c(c3)OCO4)CC2)nc2sc3c(c12)CCC3 | 0
117 | CC1CC(=O)C2=C(C1)Nc1ccccc1N(C(=O)COc1ccccc1)C2c1ccco1 (stereo not given) | -4
118 | COc1ccc(NC(=NS(=O)(=O)c2ccc(C)cc2)c2ccccc2)cc1 | 2
119 | NCCC(c1ccccc1)c1ccco1 (stereo not given) | -23
120 | Cn1c(SCC(=O)NCc2cccs2)nnc1-c1ccco1 | 2
121 | Cc1ccccc1NC(=O)c1sc2[nH]c(=O)c(C(=O)O)cc2c1N | -150
122 | Cc1cc(Nc2ccc3c(c2)OCCO3)n2ncnc2n1 | 0
